ERp5 inh: blocks human ERp5 reductase activity on insulin. 350,000 compounds, 0.05% hits. inhibition, % at 9.99 µM. Q15084. ERp5 insulin aggregation, absorbance 650 nm, 90 min. AID 651711;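 active means mean replicate inhibition above about 25%, with every replicate also reaching it, limit read from the data, passing the limit was not always enough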
Target sequence (Q15084 whole entry, looked up): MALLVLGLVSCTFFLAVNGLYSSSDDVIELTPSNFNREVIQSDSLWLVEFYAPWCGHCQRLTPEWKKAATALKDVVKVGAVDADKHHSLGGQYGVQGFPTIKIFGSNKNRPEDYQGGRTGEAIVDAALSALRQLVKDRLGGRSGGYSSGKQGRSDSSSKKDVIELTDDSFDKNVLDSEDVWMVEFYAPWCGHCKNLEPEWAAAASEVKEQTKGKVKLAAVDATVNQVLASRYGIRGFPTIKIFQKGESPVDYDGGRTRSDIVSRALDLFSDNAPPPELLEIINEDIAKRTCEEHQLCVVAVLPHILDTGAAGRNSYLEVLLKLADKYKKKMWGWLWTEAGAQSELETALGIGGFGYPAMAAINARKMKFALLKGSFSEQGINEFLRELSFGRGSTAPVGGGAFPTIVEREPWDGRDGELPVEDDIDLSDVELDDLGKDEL
RAD52 inh: inhibitors of human RAD52 DNA annealing | P43351 | recombinant RAD52 DNA annealing, FRET fluorescence | inhibition, % at 18.7 µM | 360,000 compounds, 0.46% hits;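 active means every replicate showing at least 50% inhibition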
PglD DTNB: blocks C. jejuni PglD acetyltransferase activity; purified PglD enzyme, DTNB colorimetric CoA detection; inhibition, % at 12.5 µM; 360,000 compounds, 0.098% hits; in the data active means inhibition above about 16%, passing the limit was not always enough; further: strong numbers were not always called active
E-sel inducer: E-selectin induction on HUVECs; HUVEC E-selectin immunofluorescence imaging; normalized: neutral wells 0, TNF-alpha wells 100; activation, % at 7.58 µM; P16581; AID 686992; 260,000 compounds, 0.37% hits;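 active means mean E-selectin-positive cell signal at least 10% of the positive control, reached in at least 60% of replicates, without over 20% cell loss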;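 further: in these data hits start at about 27%; measured in HUVEC primary endothelial cells; signal is the percent of cells scored E-selectin positive by PE staining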
Target sequence (P16581 whole entry, looked up): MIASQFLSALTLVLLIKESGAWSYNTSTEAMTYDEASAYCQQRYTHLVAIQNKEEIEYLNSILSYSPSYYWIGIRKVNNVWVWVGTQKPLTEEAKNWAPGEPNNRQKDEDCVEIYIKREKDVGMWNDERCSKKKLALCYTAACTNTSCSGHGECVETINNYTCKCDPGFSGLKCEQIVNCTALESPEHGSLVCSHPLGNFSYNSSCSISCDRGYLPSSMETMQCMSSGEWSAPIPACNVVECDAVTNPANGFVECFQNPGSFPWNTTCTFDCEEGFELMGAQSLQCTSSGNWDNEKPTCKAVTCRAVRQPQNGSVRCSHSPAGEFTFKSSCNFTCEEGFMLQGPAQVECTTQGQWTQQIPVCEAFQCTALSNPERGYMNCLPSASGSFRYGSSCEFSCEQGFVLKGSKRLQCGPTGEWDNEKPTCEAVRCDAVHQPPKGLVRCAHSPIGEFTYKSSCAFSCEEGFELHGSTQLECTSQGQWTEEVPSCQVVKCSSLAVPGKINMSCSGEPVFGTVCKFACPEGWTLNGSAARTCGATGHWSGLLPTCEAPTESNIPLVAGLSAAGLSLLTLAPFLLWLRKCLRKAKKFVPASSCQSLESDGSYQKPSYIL
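Test system – human umbilical vein endothelial cells (HUVEC), E-selectin induction · Input – 3,000 HUVEC seeded per well · Buffer or medium – EGM-2, gelatin · Compound dosing – single-point compound dose · Detection – immunofluorescence imaging · Measure – percent E-selectin-positive cells · Controls – TNF-alpha high, DMSO low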
ARNT-TACC3 inh: disrupts binding between human ARNT and TACC3. AlphaScreen His-ARNT PAS-B/GST-TACC3 binding, luminescence; TACC3 fragment carries E629A point mutation. inhibition, % at 9.99 µM. 390,000 compounds, 0.66% hits. AID 623870;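 active means mean inhibition of replicates at least 50% and at least half of replicates each reaching 50%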;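 further: 0% = complete ARNT plus TACC3 wells and 100% = ARNT alone without TACC3; many hits fall short of the cut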
RAD54 inh: inhibitors of human RAD54 branch migration | Q92698 | RAD54 Holliday junction branch migration, FAM/BHQ fluorescence | inhibition, % at 10.4 µM | 360,000 compounds, 0.14% hits;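 active means mean normalized replicate activity at least 40 and at least half of replicates scoring 40 or more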;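 further: 0% = median of neutral control wells and 100% = median of positive control wells; inhibitors cause a drop in the FAM fluorescence signal; in these data hits start at about 50%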
Casp6 inh: caspase-6 (human) enzyme inhibition; inhibition, % at 12.5 µM; P55212; 350,000 compounds, 0.53% hits; AID 686996; purified caspase-6, Z-VEID-R110 cleavage fluorescence;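 active means mean inhibition across replicates at least about 35%, with every replicate also reaching that limit, limit read from the data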;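 further: 0% = median of neutral control wells and 100% = no fluorescence left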
esBAF inh: SWI/SNF esBAF complex inhibition; mouse ES cells, Bmi1-luciferase knock-in reporter, 24 h; 100% = twice the neutral-well signal; reporter increase, % at 12.5 µM; 350,000 compounds, 2% hits; AID 602393; in the data active means activation above about 40%;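 further: 0% = median of the plate's neutral control wells and 100% = double that signal; a rise in the Bmi1 reporter signal indicates esBAF inhibition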
* = called active by the depositor.

Results for Cc1[nH]c2ccc(C(=O)OCC(=O)Nc3cccc(S(N)(=O)=O)c3)cc2c1C ?
ERp5 inh: 1; RAD52 inh: -17; PglD DTNB: -2; E-sel inducer: -0.4; ARNT-TACC3 inh: 7; RAD54 inh: -5; Casp6 inh: 3; esBAF inh: 6

How did O=C(Oc1ccc(-c2cnc3ccccc3n2)cc1)c1ccco1 do in these assays?
PglD DTNB: -1; ARNT-TACC3 inh: -3; RAD54 inh: 1; esBAF inh: 8

What do the screens show for `Cc1cc(C)n(-c2nc3c(c(=O)[nH]c(=O)n3C)n2Cc2ccc(F)cc2)n1`?
PglD DTNB: -4; ARNT-TACC3 inh: 0; RAD54 inh: -2; esBAF inh: -2

How did CCS(=O)(=O)c1nc(NC(C)=O)n[nH]1 do in these assays?
PglD DTNB: -3; ARNT-TACC3 inh: 0; RAD54 inh: 1; esBAF inh: -7

What do the screens show for `C/C(Nc1ccc(F)cc1)=C(/C#N)C(N)=O`?
PglD DTNB: 1; ARNT-TACC3 inh: 0; RAD54 inh: -4; esBAF inh: -5

How did c1ccc(Cn2nnnc2C(c2ccccn2)N2CCN(c3ccccc3)CC2)cc1 (centres undefined) do in these assays?
PglD DTNB: -1; ARNT-TACC3 inh: 1; RAD54 inh: 5; esBAF inh: -2

What do the screens show for `O=[N+]([O-])c1cccc(-c2nc(-c3ccccn3)no2)c1`?
ERp5 inh: 1; RAD52 inh: -11; ARNT-TACC3 inh: 19; Casp6 inh: -1

Results for Cc1ccc(-c2csc(N(Cc3ccccc3)C(=O)COc3ccccc3)n2)cc1 ?
PglD DTNB: -1; ARNT-TACC3 inh: -2; RAD54 inh: -2; esBAF inh: 3

How did COc1ccc(S(=O)(=O)Nc2ccc3c(c2)C(=O)N([C@@H](C)CO)C[C@@H](C)[C@H](CN(C)S(=O)(=O)c2ccccc2)O3)cc1 do in these assays?
ERp5 inh: 4; RAD52 inh: 11; PglD DTNB: 0; E-sel inducer: -0.2; ARNT-TACC3 inh: -6; RAD54 inh: 1; Casp6 inh: 4; esBAF inh: -2

How did CC1CCCN(S(=O)(=O)c2cnc[nH]2)C1 (centres undefined) do in these assays?
ERp5 inh: 4; RAD52 inh: 0; PglD DTNB: 0; ARNT-TACC3 inh: -3; RAD54 inh: -11; Casp6 inh: 2; esBAF inh: -2

What do the screens show for `O=C(CCCNS(=O)(=O)c1ccc(Br)cc1)N1CC[C@@]2(O)CCCC[C@H]2C1`?
PglD DTNB: -4; ARNT-TACC3 inh: 11; RAD54 inh: -6; esBAF inh: -2

Results for Cc1ccc2c(c1)N(C(=O)CCC(=O)N1CCN(c3ccccn3)CC1)CC(C)O2 (centres undefined) ?
ERp5 inh: 4; RAD52 inh: -6; PglD DTNB: 1; E-sel inducer: 0.0; ARNT-TACC3 inh: 0; RAD54 inh: 10; Casp6 inh: 1; esBAF inh: -4

Results for O=C(Cc1ccncc1)N1CC[C@@H]2[C@H](CO)Nc3ccc(Br)cc3[C@@H]21 ?
PglD DTNB: -1; E-sel inducer: -0.2; ARNT-TACC3 inh: -1; RAD54 inh: 13; esBAF inh: 4

How did CN(CC(=O)Nc1cccc(F)c1)C(=O)c1cc(-c2cccs2)nn1-c1ccccc1 do in these assays?
ERp5 inh: -2; RAD52 inh: -54; PglD DTNB: 5; RAD54 inh: -2; Casp6 inh: -3; esBAF inh: -3

What do the screens show for `Cc1cc(N2CCCC2)ccc1NC(=O)COc1cccc(C(F)(F)F)c1`?
ERp5 inh: 1; RAD52 inh: -12; PglD DTNB: -10; E-sel inducer: -0.6; ARNT-TACC3 inh: -19; RAD54 inh: -35; Casp6 inh: -3; esBAF inh: -2

What do the screens show for `CCCNC(=O)C[C@H]1CC[C@@H]2[C@H](COc3ccc(NC(=O)c4ccc5c(c4)OCO5)cc3C(=O)N2C)O1`?
ERp5 inh: 1; RAD52 inh: 7; PglD DTNB: -1; E-sel inducer: 0.1; ARNT-TACC3 inh: -5; RAD54 inh: 4; Casp6 inh: 2; esBAF inh: 0

Results for CC(C)(C)OC(=O)N1CCCC(C(=O)Nc2cccc(C(=O)NCc3ccccc3)c2)C1 (centres undefined) ?
ERp5 inh: 4; RAD52 inh: -2; PglD DTNB: -2; E-sel inducer: 0.0; ARNT-TACC3 inh: -1; RAD54 inh: -16; Casp6 inh: 1; esBAF inh: -7

What do the screens show for `O=C(OC1CC2CC1[C@H]1CCCCN1C2=O)N1CCC(c2ccccc2)CC1` (some centres undefined)?
ERp5 inh: 4; RAD52 inh: -5; E-sel inducer: 0.0; Casp6 inh: -1

What do the screens show for `CC(=O)Nc1ccc(CN(C)c2c(C)nc3ccc(C(=O)Nc4ccc(Cl)c(Cl)c4)cn23)cc1`?
ERp5 inh: 1; RAD52 inh: -19; PglD DTNB: 2; E-sel inducer: 1.3; RAD54 inh: -9; Casp6 inh: -14; esBAF inh: 8

Results for C=CCNCc1cc(=O)n2c(-c3ccccc3)csc2n1 ?
ERp5 inh: 4; RAD52 inh: -13; PglD DTNB: -3; E-sel inducer: 0.1; ARNT-TACC3 inh: -3; RAD54 inh: -4; Casp6 inh: 3; esBAF inh: -2

How did O=C(COC(=O)/C=C/c1cccc(C(F)(F)F)c1)Nc1ccc(Cl)cn1 do in these assays?
ERp5 inh: 3; RAD52 inh: 0; PglD DTNB: 2; E-sel inducer: -2.2; ARNT-TACC3 inh: 0; RAD54 inh: -3; Casp6 inh: 0; esBAF inh: -3

How did CCOc1cccc(NC(=O)Cc2cccs2)c1 do in these assays?
PglD DTNB: 3; ARNT-TACC3 inh: -8; RAD54 inh: -8; esBAF inh: -6

Results for Cc1cc2c3c(c1C)C1(C(=O)N3C(C)(C)CC2C)C(C#N)=C(N)Oc2cc(O)ccc21 (centres undefined) ?
PglD DTNB: 3; ARNT-TACC3 inh: -2; RAD54 inh: -8; esBAF inh: 5

How did CC1CCN(C(=O)CCc2ccc(S(=O)(=O)NC(C)C)cc2)CC1 do in these assays?
PglD DTNB: -2; ARNT-TACC3 inh: 0; RAD54 inh: 3; esBAF inh: -1

What do the screens show for `CN1CCCCN2[C@H](CO)[C@@H](c3ccc(C#Cc4ccccc4F)cc3)[C@@H]2C1`?
ERp5 inh: 1; RAD52 inh: 69*; PglD DTNB: 9; E-sel inducer: -0.1; ARNT-TACC3 inh: 11; RAD54 inh: 9; Casp6 inh: 1; esBAF inh: -6

What do the screens show for `CC(C)C#Cc1ccc2c(c1)O[C@@H](CN(C)C(=O)c1ccncc1)[C@H](C)CN([C@H](C)CO)S2(=O)=O`?
ERp5 inh: 0; RAD52 inh: 1; PglD DTNB: 3; E-sel inducer: -0.1; ARNT-TACC3 inh: -6; RAD54 inh: -11; Casp6 inh: 1; esBAF inh: 11

What do the screens show for `CC(C)c1cn(CC[C@H]2CC[C@@H](NC(=O)C3CCCCC3)[C@@H](CO)O2)nn1`?
ERp5 inh: -7; RAD52 inh: 1; PglD DTNB: 0; E-sel inducer: 0.0; ARNT-TACC3 inh: -11; RAD54 inh: -11; Casp6 inh: 1; esBAF inh: 6

What do the screens show for `Cn1ccnc1/C(=N\NC(=O)c1ccccc1)c1cccc([N+](=O)[O-])c1`?
ERp5 inh: 4; RAD52 inh: -8; ARNT-TACC3 inh: 1; Casp6 inh: 1

What do the screens show for `CCCNC(=O)C[C@H]1CC[C@@H]2[C@@H](COc3ccc(NC(=O)c4cscn4)cc3C(=O)N2C)O1`?
ERp5 inh: 0; RAD52 inh: 1; PglD DTNB: 0; E-sel inducer: 0.1; ARNT-TACC3 inh: -6; RAD54 inh: 3; Casp6 inh: 0; esBAF inh: -3

How did COc1ccc(C2(O)CC3CCC(C2)N3c2cc(C)nc(-c3ccccc3)n2)cc1 (centres undefined) do in these assays?
PglD DTNB: -7; ARNT-TACC3 inh: 1; RAD54 inh: -1; esBAF inh: -5

What do the screens show for `CCOC(=O)C1(CC2CCCCO2)CCN(Cc2cc3ccccc3[nH]2)CC1` (centres undefined)?
ERp5 inh: -1; RAD52 inh: -16; ARNT-TACC3 inh: 4; Casp6 inh: -1

Results for COCCN=C1NN=C(c2ccc(C)c([N+](=O)[O-])c2)CS1 ?
ERp5 inh: 0; RAD52 inh: 3; PglD DTNB: 1; E-sel inducer: -8.3; ARNT-TACC3 inh: 6; RAD54 inh: -1; Casp6 inh: 0; esBAF inh: 38

Results for O=C(CC1CC1)N1CC2(C1)[C@@H](c1ccccc1)[C@H](CO)N2Cc1ccc(F)cc1 ?
ERp5 inh: 1; RAD52 inh: -15; E-sel inducer: -0.1; Casp6 inh: 1

What do the screens show for `Cc1cc(NS(C)(=O)=O)c(=O)n(Cc2c(F)cccc2Cl)c1`?
ERp5 inh: 4; RAD52 inh: -49; PglD DTNB: 0; E-sel inducer: 0.0; ARNT-TACC3 inh: -4; RAD54 inh: -14; Casp6 inh: 9; esBAF inh: 3

Results for O=C(C[C@H]1C[C@H]2c3cc(NC(=O)C4CCC4)ccc3O[C@H]2[C@H](CO)O1)NC1CCCCC1 ?
ERp5 inh: 6; RAD52 inh: 2; PglD DTNB: -2; E-sel inducer: 0.5; ARNT-TACC3 inh: -2; RAD54 inh: -8; Casp6 inh: -2; esBAF inh: 5

What do the screens show for `CNC(=O)c1cc(S(=O)(=O)N2CC(C)OC(C)C2)ccc1N1CCCCC1` (centres undefined)?
ERp5 inh: -1; RAD52 inh: -5; PglD DTNB: -1; E-sel inducer: 0.5; ARNT-TACC3 inh: -11; RAD54 inh: 0; Casp6 inh: 0; esBAF inh: 1

2 compounds picked at random from those above:
What do the screens show for `CCOC(=O)C1(CC2CCCCO2)CCN(Cc2cc3ccccc3[nH]2)CC1` (centres undefined)?
ERp5 inh: -1; RAD52 inh: -16; ARNT-TACC3 inh: 4; Casp6 inh: -1

How did CC1CCCN(S(=O)(=O)c2cnc[nH]2)C1 (centres undefined) do in these assays?
ERp5 inh: 4; RAD52 inh: 0; PglD DTNB: 0; ARNT-TACC3 inh: -3; RAD54 inh: -11; Casp6 inh: 2; esBAF inh: -2

Further records:
Results for Cc1cc(C)c(COCc2cc(/C=N/O)c(C)cc2C)cc1/C=N/O ?
ERp5 inh: 5; RAD52 inh: -14; PglD DTNB: 3; ARNT-TACC3 inh: 0; RAD54 inh: -9; Casp6 inh: -1; esBAF inh: 7

Results for CCOC(=O)c1sc2nc(CSc3ccccc3)nc(N3CCCN(C)CC3)c2c1C ?
ERp5 inh: 2; RAD52 inh: 28; ARNT-TACC3 inh: 22; Casp6 inh: 1

What do the screens show for `COCCCNC(=S)N/N=C/c1ccc(N(C)C)cc1`?
ERp5 inh: 5; RAD52 inh: 0; E-sel inducer: 0.2; ARNT-TACC3 inh: 8; Casp6 inh: -1

Results for O=C(CNC(=O)c1ccco1)N/N=C/c1ccccc1[N+](=O)[O-] ?
ERp5 inh: 1; RAD52 inh: -4; ARNT-TACC3 inh: -7; Casp6 inh: 1

Results for CCN(CC)CC1(O)CCN(C(=O)c2ccc(Cl)c(Cl)c2)CC1 ?
ERp5 inh: 18; RAD52 inh: -10; E-sel inducer: 4.5; ARNT-TACC3 inh: -10; Casp6 inh: 2

Results for O=C(COC(=O)CCSc1ccccc1)Nc1cc(F)ccc1F ?
ERp5 inh: 4; RAD52 inh: -7; E-sel inducer: 0.4; ARNT-TACC3 inh: -5; Casp6 inh: -1

How did CC(C)N(C[C@H]1N[C@H](CO)[C@@H]1c1ccc(C2=CCCC2)cc1)C(=O)CN(C)C do in these assays?
ERp5 inh: -1; RAD52 inh: 35; E-sel inducer: 0.0; Casp6 inh: -1

Results for ON=C1c2ccccc2-c2cc(Br)ccc21 ?
ERp5 inh: -8; RAD52 inh: -4; E-sel inducer: 0.4; ARNT-TACC3 inh: 11; Casp6 inh: 0

What do the screens show for `O=[N+]([O-])c1ccc(F)c(N=Cc2ccc(Br)s2)c1`?
ERp5 inh: 2; RAD52 inh: -9; E-sel inducer: 0.0; Casp6 inh: 3

What do the screens show for `Cc1ccc(CNc2nc3ccccc3n2C)cc1`?
ERp5 inh: 4; RAD52 inh: -26; PglD DTNB: -3; E-sel inducer: 0.0; ARNT-TACC3 inh: -1; RAD54 inh: -4; Casp6 inh: 1; esBAF inh: -38

Screening results: PubChem, Broad Institute
